HT1080 IDH1KD tx: qHTS for induction of synthetic lethality in tumor cells producing 2HG: qHTS for the HT-1080-IDH1KD cell line. HT-1080 IDH1 knockdown viability, ATP luminescence, 48 h. Potency, µM (series often up to 46.1 µM), for the others: at the highest dose activity, negative = toxicity, usual class: cytotoxic. actives 2% (n = 360,000);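 further: potency means the concentration at half of the fitted maximal effect; 0% = DMSO wells and -100% = cell-free medium wells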
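After a 2 h attachment period, IDH1KD HT-1080 cells took pin-transferred compound for 48 h at 37 °C; ATP-based luminescence after 10 min room-temperature reagent incubation reported viability.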
S2 tox: Viability Counterscreen for Primary qHTS for Inhibitors of ATXN expression | AID 651635, 2014 | Potency, µM (highest dose often 56.7 µM), hits mostly cytotoxic | S2 cells (HEK-293 line with an ATXN2-luciferase reporter) viability, CellTiter-Fluor protease fluorescence, 24 h | actives 0.49% (n = 400,000); further: potency means the concentration at half of the fitted maximal effect; nearly all actives have a fitted effect of over 40% in size
KB-3-1 cytotox: qHTS assay for MDR1-selective chemotherapeutics: Primary screen using the parental adenocarcinoma cell KB-3-1. KB-3-1 viability, CellTiter-Glo ATP luminescence, 72 h. Potency, µM (series often up to 46.1 µM), inactives show top-dose activity change, negative = cytotoxic, actives largely listed as cytotoxic. actives 1.4% (n = 400,000). AID 1347075, 2019; further: potency means the concentration at half of the fitted maximal effect; on the % scale 0 is the no-effect control and ±100 the full control effect; nearly all actives have a fitted effect of over 60% in size
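KB-3-1 parental drug-naive adenocarcinoma cells in DMEM/10% FBS, incubated 72 h at 37 C with pin-transferred compounds across a concentration series. Viability by CellTiter-Glo luminescence; concentration-response curves fitted after normalization.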
SW480 rerep: A quantitative high throughput screen for small molecules that induce DNA re-replication in SW480 colon adenocarcinoma cells; SW480 DNA re-replication, Hoechst DNA content imaging, 48 h; Potency, µM (top dose mostly 46.1 µM), without a hit: at the highest dose re-replication activation, most hits filed as activators; actives 1.8% (n = 340,000); AID 624297, 2012; further: potency means the concentration at half of the fitted maximal effect; % of control where 0% means no effect; nearly all actives have a fitted effect of over 55% in size
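Treated cells incubate 48 hr (37 C, 5% CO2), are stained 40 min with Hoechst, and nuclear fluorescence is enumerated; a rise in nuclei with high DNA signal marks re-replication.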
IL1B secr inh: qHTS for Inhibitors of Inflammasome Signaling: IL-1-beta AlphaLISA Primary Screen; activity change, % at 57.5 µM; THP-1 LPS/ATP IL-1B secretion, AlphaLISA, 16 h; stronger effect = lower value; AID 743279, 2014; actives 4.7% (n = 360,000); in the data active means activity change below about -50%; inconclusive means mostly about -30% to -49%; further: on the % scale 0 is the no-effect control and ±100 the full control effect
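Secreted IL-1B measured by AlphaLISA bead assay after 16 h compound exposure of THP-1 cells; compounds (final up to 57.5 uM) added 1 h before LPS (250 ng/mL) and ATP (1.25 mM) stimulation; lower signal means less secretion.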
HT1080-NT tox: qHTS for induction of synthetic lethality in tumor cells producing 2HG: qHTS for the HT-1080-NT fibrosarcoma cell line; AID 686970, 2013; Potency, µM (doses to about 46.1 µM), for inactives: at the highest dose activity, negative = less viability, usual class: cytotoxic; actives 1.6% (n = 360,000); HT-1080-NT fibrosarcoma viability, CellTiter-Glo ATP luminescence, 48 h;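 further: NT is the 2HG producing partner of a matched IDH1 knockdown line; potency means the concentration at half of the fitted maximal effect; 0% = DMSO-treated cells and -100% = media-only wells without cells; nearly all actives have a fitted effect of over 55% in size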
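Toxicity toward the 2HG-producing NT line was scored as %Activity, normalised to DMSO and no-cell wells, from CellTiter-Glo luminescence after 48 hours' treatment.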
ATXN2 expr inh: Primary qHTS for Inhibitors of ATXN expression; HEK-293 ATXN2-luciferase reporter, luminescence, 24 h; Potency, µM (doses to about 57 µM), for the others: top-dose activity change, negative = inhibition, hits mostly inhibitors; actives 0.72% (n = 360,000); further: potency means the concentration at half of the fitted maximal effect; on the % scale 0 is the no-effect control and ±100 the full control effect; nearly all actives have a fitted effect of over 55% in size
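qHTS (up to 57 uM final) was run with 24 h compound exposure of reporter cells at 37 °C. Each well was multiplexed: SteadyGlo luminescence measured ATXN2-luciferase expression after a fluorogenic Gly-Phe-AFC viability readout (25 uM final).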
HepG2 viability: qHTS for Inhibitors of TGF-b: Cytotox Counterscreen; HepG2 CAGA-GFP viability, ATP luminescence, 18 h; Potency, µM (top dose mostly 46.1 µM), for the others: top-dose activity change, negative = cytotoxicity, most hits filed as cytotoxic; actives 0.76% (n = 410,000); further: potency means the concentration at half of the fitted maximal effect; some results filed as inactive show a strong effect at the top dose
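HepG2 CAGA-GFP cells (1000/well, DMEM with 1% FBS) received compound, then TGF-beta at 500 pg/mL final, and were incubated 18 hours at 37 degrees C. Viability was read by CellTiter-Glo luminescence. Media-only wells were set as complete cell-killing and DMSO as no toxicity.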
MCF10A rerep: A quantitative high throughput screen for small molecules that induce DNA re-replication in MCF 10a normal breast cells; actives 2.9% (n = 350,000); AID 624296, 2012; Potency, µM (top dose mostly 46.1 µM), without a hit: at the highest dose activity, positive = re-replication, actives largely listed as activators; MCF 10A DNA re-replication, Hoechst nuclear intensity, 48 h; further: potency means the concentration at half of the fitted maximal effect; % of control where 0% means no effect; nearly all actives have a fitted effect of over 50% in size
* marks the source's active call; other numbers are inactive results; i = inactive; ? = inconclusive; · = not tested or not shown; & = joins results of further samples; [ ] = another dose, or the depositor's remark. Unless noted, the call rests on the fitted dose curve; in most records, active means well fitted curve in the direction sought with a large enough effect; inconclusive means small, poorly fitted or top-dose-only effect, or another doubt; inactive means no such curve, though single readings can be large; an effect the other way counts as inactive or inconclusive.

SMILES	HT1080 IDH1KD tx	S2 tox	KB-3-1 cytotox	SW480 rerep	IL1B secr inh	HT1080-NT tox	ATXN2 expr inh	HepG2 viability	MCF10A rerep
O=C(NCC1CCCO1)C1c2ccccc2C(=O)N1C1CCCCCCC1 (configuration not stated)	11%	i	11%	9%	-12	4%	0%	-11%	17%
CN1CCN(c2ccc(S(=O)(=O)N3CCCCC3)cc2NC(=O)Cc2ccccc2F)CC1	3%	i	15%	-1%	-22	-2%	5%	2%	?
COc1cc(NC(=O)c2cc3nc(-c4ccccc4)cc(-c4ccccc4)n3n2)cc(OC)c1OC	-29%	i	3%	21%	?	-15%	-17%	-22%	29%
Cc1cc(C)cc(N(CCC#N)C(=O)CSc2nc3nc(C)cc(C)n3n2)c1	12%	i	7%	-3%	4	-1%	4%	0%	2%
COc1ccc(NC(=O)C2(C)CCN2Cc2ccccc2OC(F)F)cc1OC (configuration not stated)	-19%	i	-27%	·	-6	-8%	-4%	-17%	·
CCOc1ccc(C(=O)CSc2nnc(C3CC3)n2C)cc1	3%	i	10%	-4%	32	10%	16%	1%	?
CC(NC(=O)c1ccc(N(C)C)cc1)c1ccc(F)cc1 (configuration not stated)	0%	i	16%	-6%	-7	3%	9%	-13%	5%
CCOC(=O)C(C)Oc1cccc2c(=O)n(CC(=O)NCc3ccc(F)cc3)ccc12 (configuration not stated)	0.58µM*	?	1.3µM*	?	84	?	·	4%	?
CCOc1cc2[nH]c(=O)n(CCC(=O)N3CCN(c4cccc(Cl)c4)CC3)c(=O)c2cc1OCC	·	i	1%	·	·	·	0%	2%	·
CC(NCc1ccc2c(c1)OCO2)C(=O)NC1CCCc2ccccc21 (configuration not stated)	-5%	i	-1%	-7%	-13	-7%	-7%	-22%	7%
CCS(=O)(=O)Nc1ccc(C2=NN(C(=O)c3ccco3)C(c3ccc(C)cc3)C2)cc1 (configuration not stated)	?	i	1%	?	-10	?	-12%	-16%	3%
CCOc1ccccc1C(=O)NCC(=O)NNC(=O)c1csc(N2CCOCC2)n1	-6%	?	-3%	·	39	-4%	·	-14%	·
COc1ccc(Br)cc1CNC(=O)c1cc2ccccn2n1	·	i	-14%	·	·	·	-1%	-24%	·
Cc1ccc(C2(C(=O)N3CCC(n4nc(-c5ccccc5)oc4=O)CC3)CC2)cc1	-1%	i	0%	-27%	-4	0%	·	-21%	21µM*
Cn1c(=O)c2cc(NC(=O)NCc3ccccc3)ccc2n1Cc1ccc(Cl)cc1	-21%	?	-22%	·	42	-11%	-4%	-11%	·
CCOc1ccccc1CNC(=O)c1cnc2c(-c3ccc(OCC)c(OCC)c3)c(C)nn2c1C	·	i	5%	·	·	·	-13%	-17%	·
Cc1cccc(C)c1NC(=O)CN(C)C(=O)CC1CC2CCC1C2 (configuration not stated)	14%	i	5%	-4%	7	-4%	5%	13%	-1%
CCN(CC)CCNC(=O)c1cc2ccccc2nc1Cl	-1%	?	-1%	4%	0	-2%	·	-3%	-2%
O=C(Nc1ccccn1)N1CCOCC1	-3%	i	4%	-6%	-1	1%	-24%	-9%	-3%
N#Cc1ccc(-c2ccc3c(c2)OCO3)nc1SCC(=O)OCc1ccccc1	9%	i	24%	-2%	29	6%	3%	-2%	23%
COc1ccc(CN2C=C3C(=O)C(C)(OC(=O)C4CCCC4)C(=O)C=C3C=C2c2ccsc2)cc1 (configuration not stated)	0%	i	-6%	-6%	-3	-12%	-1%	-13%	-32%[inhibitor]
CCOC(=O)c1c(C)[nH]c(C)c1S(=O)(=O)NCCN1CCN(c2cc(Cl)ccc2C)CC1	?	i	16µM*	-6%	-51*	?	·	-115%	0%
CCCCSCCCNC(=O)c1ccc(CS(=O)(=O)c2ccc(OC)cc2)o1	5%	i	-6%	-3%	-3	2%	-16%	0%	2%
COc1ccc(-n2c(N)c(Br)c(=O)[nH]c2=O)cc1	7%	i	-16%	29%	15	3%	2%	6%	?
CN(Cc1cccs1)C(=O)CSc1nc(N)cc(N)n1	7%	i	16%	-5%	40	7%	0%	-21%	-1%
COc1ccc(N2C(=O)CC(SC(C)C)C2=O)cc1 (configuration not stated)	-2%	i	0%	-107%[inhibitor]	0	1%	1%	-6%	-30%
Cc1ccc(S(=O)(=O)N2CCN(Cc3noc(CCC(=O)N4CCCCC4)n3)CC2)c(C)c1	·	i	4%	·	·	·	-17%	-20%	·
CCOC(=O)c1ccc(NC(=O)N2CCOCC2)cc1	20%	i	0%	2%	22	11%	12%	-27%	0%
Cc1cc(NC(=O)CC#N)n(-c2nc3ccccc3[nH]2)n1	3%	i	-8%	?	8	8%	·	-35%	18%
CCO[C@H]1OC(C(=O)NCc2ccccc2)=C[C@@H](c2coc3ccccc3c2=O)[C@@H]1CCCO	-1%	i	-8%	-2%	-18	0%	-5%	1%	23%
Cc1ccc(CC(=O)N(C)CC(=O)Nc2ccc(N3CCOCC3)cc2)cc1C	3%	i	0%	0%	2	-2%	10%	-15%	2%
Nc1nnc(-c2cn(-c3ccccc3)nc2-c2ccc(Cl)cc2)o1	-27%	?	-5%	?	-14	?	-4%	-42%	?
CCOc1ccc(CCNC(=O)c2ccc(CS(=O)Cc3ccccc3Cl)o2)cc1 (configuration not stated)	-13%	i	-4%	?	-7	-5%	-16%	-25%	0%
CC1(c2ccc(Cl)cc2)NC(=O)N(CC(=O)N2CCN(C(=O)c3cccs3)CC2)C1=O (configuration not stated)	1%	i	0%	·	17	-2%	·	3%	·
CC(Nc1ccnc2cc(Cl)ccc12)c1ccc(S(N)(=O)=O)cc1 (configuration not stated)	-14%	i	-10%	-9%	13	-15%	9%	-26%	-5%
CCn1c(N2CCN(C(=O)/C=C/c3ccccc3)CC2)nc2ccccc21	-2%	i	7%	-13%	-2	-1%	-15%	-14%	-24%
COc1cccc(C(=O)Nc2nnc(-c3ccc(Cl)cc3)o2)c1	-26%	·	-24%	10%	14	-14%	?	-45%	9%
Cc1cccc(NC(=O)Cc2ccc(-c3ccccc3)cc2)n1	-19%	i	3%	-1%	-11	-4%	0%	-13%	0%
Cc1noc(Cn2c(=O)c3cc4c(cc3n(CC(=O)Nc3cccc(Cl)c3)c2=O)OCO4)n1	·	i	4%	·	·	·	11%	-1%	·
O=S1(=O)CC(N2CCSCC2)CN1Cc1cn(Cc2ccc(F)cc2)nn1 (configuration not stated)	12%	i	1%	·	0	9%	10%	·	·
O=C(O)C[C@H]1c2cc(F)ccc2S(=O)(=O)N1C1CCCCC1	6%	i	0%&8%	-29%	-12	16%	7%	2%&9%	0%
CCCN(CC(=O)Nc1ccccc1C)C(=O)c1cc2ccccc2oc1=O	-6%	i	-7%	·	21	-1%	·	5%	·
COc1ccc(CN(CC(=O)NCc2ccccc2)C(=O)c2csnn2)cc1	-1%	i	-12%	-3%	-14	-4%	·	1%	2%
CCOc1cc(/C=N/Nc2cc(C)nc3ccc(C)cc23)ccc1O	-2%	?	0%	?	-10	-1%	·	-19%	-2%
CCOC(=O)C1CCCN(c2c(C(=O)c3ccccc3)cnc3ccc(OC)cc23)C1 (configuration not stated)	17%	i	-5%	0%	15	9%	-11%	-24%	0%
CC(=O)c1cccc(NC(=O)N2CCN(S(C)(=O)=O)CC2)c1	12%	i	11%	-1%	36	7%	4%	56%	1%
O=[N+]([O-])c1c(Nc2ccccc2O)ccc2nonc12	-10%	?	-1%	26%	35	-2%	-16%	2%	?
CCC(=O)Oc1ccc(C2Nc3ccccc3-c3nnc(SC)nc3O2)cc1 (configuration not stated)	·	i	28%	·	·	·	-8%	9%	·
Cc1ccc(C2(C)NC(=O)N(CC(=O)c3ccc4c(c3)OCCO4)C2=O)cc1 (configuration not stated)	-1%	i	10%	-9%	?	-4%	7%	-4%	3%
CC(C)(C)OC(=O)N1CCC(NC(=O)c2[nH]cnc2C(=O)Nc2ccc(Cl)cc2)CC1	-1%	i	?	-18%	8	23%	5%	-7%	-1%
CCCN(CCC)CCCNC(=O)CCNS(=O)(=O)c1ccc(Br)cc1	-4%	i	0%	16%&1%	-3	1%	1%	-8%	?
CC1=C(c2ccc(C(C)C)cc2)S(=O)(=O)N=C1N1CCC(C(=O)Nc2ccc(C)cc2)CC1	·	i	1%	·	·	·	3%	0%	·
O=C(Cn1c(=O)n(Cc2ccco2)c(=O)c2sc3ccccc3c21)Nc1ccccc1C(F)(F)F	·	?	-18%	·	·	·	1%	-13%	·
CCCC1NC(=O)c2cccnc2-n2c1nc1cc(F)c(F)cc1c2=O (configuration not stated)	-7%	?	2%	·	-24	0%	?	-18%	·
CC(C)OC(=O)CSc1nnc(CNc2ccc(Cl)cc2)n1C	0%	i	11%	0%	10	0%	-5%	-8%	-17%
CCOc1ccc(CN2CCc3nc(Nc4ccc(OC)cc4OC)ncc3C2)cc1	·	i	9%	·	·	·	4%	-26%	·
Cc1ccc(CNC(=O)c2coc(=O)c3ccccc23)o1	12%	i	12%	0%	-14	7%	2%	11%	9%
